SRC1 inh – human NCOA1 inhibition; inhibition, % at 3.6 µM; Q15788; HEK293 GAL4-SRC1 luciferase reporter, luminescence; 0.12% of 360,000 active;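 active = inhibition above the campaign mean plus 3 SD, with each screening campaign given its own cutoff, cut at about 60% in these data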;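 also: 0% = DMSO treated cells and 100% = gossypol at 36 µM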
TWEAK-Fn14 inh – inhibitors of TWEAK-Fn14 interaction signaling; TWEAK-stimulated Fn14 reporter cells, luciferase luminescence, 8 h; inhibition, % at 10 µM; 2% of 360,000 active; in the data active = inhibition above about 50%
LMP1 NFkB inh – Epstein-Barr LMP1 NF-kappaB reporter inhibition | LMP1-induced NF-kappaB luciferase reporter cells, luminescence | 0.69% of 350,000 active | inhibition, % at 12.5 µM; in the data active = inhibition above about 41%; inconclusive = no clear call, values can overlap the other calls;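 also: 0% = neutral control wells and 100% = reference inhibitor control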
TLR9-MyD88 inh – blocks human TLR9 binding to MyD88 | CHO BLA complementation TLR9-MyD88, CCF4 FRET ratio | inhibition, % at 4.98 µM | 0.21% of 340,000 active;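 active = inhibition above the mean over all tested compounds plus 3 SD, cut at about 21% in these data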;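 also: 0% = DMSO only wells and 100% = clavulanate BLA inhibitor control wells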
COUP-TFII inh – blocks human COUP-TFII nuclear receptor | AID 686940 | HEK293T NGFI-A luciferase reporter, luminescence | 0.7% of 370,000 active | inhibition, % at 8.6 µM | P24468;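 active = inhibition above a per-plate cutoff, mean inhibition of test wells between control levels plus 3 SD, cut at about 38% in these data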;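 also: cells cotransfected with COUP-TFII expression vector driving the NGFI-A reporter; 0% = median of COUP-TF2 test wells and 100% = reporter-only cells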
NCOA3 inh – human NCOA3 inhibition. HEK293 GAL4-SRC3 luciferase reporter, luminescence. inhibition, % at 3.6 µM. 0.17% of 360,000 active;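 active = inhibition above a per-campaign cutoff, the mean of all compounds plus 3 SD, cut at about 60% in these data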;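 also: 0% = DMSO-treated cells and 100% = gossypol-treated cells at 36 µM; higher means less SRC3-driven luciferase light from the GAL4 reporter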
NR5A2 inv ag – inverse agonists of human LRH-1 (NR5A2). 0.13% of 360,000 active. O00482. inhibition, % at 3.6 µM. HEK293T StAR-luciferase reporter, LRH-1 transfected, 24 h;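 active = inhibition above the mean inhibition of all tested compounds plus 3 SD, cut at about 73% in these data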;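 also: 0% = DMSO wells and 100% = reporter-only cells lacking LRH-1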
NCOA2 inhibitor – human SRC2 (NCOA2) inhibition | Q15596 | HEK293 GAL4-SRC2 luciferase reporter, luminescence | inhibition, % at 9 µM | 0.17% of 370,000 active;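 active = inhibition above the mean inhibition of all tested compounds plus 3 SD, set per campaign, cut at about 52% in these data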;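 also: 0% = DMSO treated cells and 100% = cells given Gossypol at 36 µM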
Target sequence (Q15596 whole entry, looked up, the tested form may be a part): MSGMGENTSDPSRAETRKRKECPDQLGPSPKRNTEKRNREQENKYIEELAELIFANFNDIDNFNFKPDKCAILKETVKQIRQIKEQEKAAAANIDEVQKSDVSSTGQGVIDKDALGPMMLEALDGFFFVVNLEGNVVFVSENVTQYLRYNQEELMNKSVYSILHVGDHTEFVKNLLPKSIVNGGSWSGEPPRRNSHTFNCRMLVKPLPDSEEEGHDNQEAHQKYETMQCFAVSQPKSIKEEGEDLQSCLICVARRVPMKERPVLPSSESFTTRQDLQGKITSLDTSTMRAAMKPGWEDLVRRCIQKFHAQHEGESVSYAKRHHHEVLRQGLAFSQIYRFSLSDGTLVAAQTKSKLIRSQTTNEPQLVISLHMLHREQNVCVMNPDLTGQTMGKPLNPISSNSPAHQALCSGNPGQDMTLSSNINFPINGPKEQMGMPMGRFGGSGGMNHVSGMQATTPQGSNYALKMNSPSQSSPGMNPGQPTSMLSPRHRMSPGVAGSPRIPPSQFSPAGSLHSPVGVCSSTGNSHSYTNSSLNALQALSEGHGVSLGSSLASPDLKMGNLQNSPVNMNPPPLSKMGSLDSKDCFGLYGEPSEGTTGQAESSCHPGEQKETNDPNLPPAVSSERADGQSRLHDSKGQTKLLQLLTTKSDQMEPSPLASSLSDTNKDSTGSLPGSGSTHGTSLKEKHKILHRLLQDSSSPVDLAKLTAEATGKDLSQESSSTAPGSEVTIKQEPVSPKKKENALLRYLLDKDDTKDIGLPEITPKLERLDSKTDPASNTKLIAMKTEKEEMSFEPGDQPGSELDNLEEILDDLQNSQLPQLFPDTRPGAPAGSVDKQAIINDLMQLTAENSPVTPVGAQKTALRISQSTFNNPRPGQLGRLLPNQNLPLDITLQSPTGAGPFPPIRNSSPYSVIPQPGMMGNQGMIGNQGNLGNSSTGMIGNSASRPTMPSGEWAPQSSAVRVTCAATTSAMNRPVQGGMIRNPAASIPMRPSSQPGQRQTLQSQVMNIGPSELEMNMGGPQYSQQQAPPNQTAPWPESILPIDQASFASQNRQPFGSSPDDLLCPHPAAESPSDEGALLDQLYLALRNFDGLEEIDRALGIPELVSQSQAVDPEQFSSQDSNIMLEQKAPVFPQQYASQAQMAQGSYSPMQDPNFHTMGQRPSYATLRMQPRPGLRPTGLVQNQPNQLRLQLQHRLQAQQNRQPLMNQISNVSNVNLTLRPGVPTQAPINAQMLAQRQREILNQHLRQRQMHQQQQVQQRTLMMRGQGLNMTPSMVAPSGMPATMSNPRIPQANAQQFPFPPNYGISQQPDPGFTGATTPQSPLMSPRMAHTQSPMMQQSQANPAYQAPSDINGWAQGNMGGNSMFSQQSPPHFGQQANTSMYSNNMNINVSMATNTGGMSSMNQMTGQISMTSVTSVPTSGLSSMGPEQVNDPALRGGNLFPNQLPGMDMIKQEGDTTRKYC
C8 TRAIL sens – caspase-8 TRAIL sensitization. NB7+C8 cells + TRAIL, ATPlite viability luminescence. inhibition (viability loss, TRAIL sensitization), % at 10 µM. 1% of 360,000 active. AID 624354;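 active = compounds causing at least 50% loss of cell viability in the single-dose screen, relative to plate controls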
TROY NFkB inh – inhibitors of TROY-dependent NF-kB signaling; Q293 LMP1-TROYcd NF-kB luciferase reporter, 4 h; inhibition, % at 10 µM; 0.98% of 360,000 active; AID 1347056;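 active = compounds whose plate-normalised and pattern-corrected inhibition of the luciferase reporter signal at the single screening dose is 50% or more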
NOD2-RIPK2 inh – blocks binding of human NOD2 to RIPK2; CHO BLA complementation NOD2-RIPK2, CCF4 ratio; inhibition, % at 4.98 µM; 0.38% of 360,000 active; in the data active = inhibition above about 21%;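 also: 0% = vehicle only and 100% = reference blocker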
Starred values were filed as active, the others as inactive; ? = inconclusive; . = not tested or not shown. An excerpt, so the mix of outcomes need not match the whole.

SMILES	SRC1 inh	TWEAK-Fn14 inh	LMP1 NFkB inh	TLR9-MyD88 inh	COUP-TFII inh	NCOA3 inh	NR5A2 inv ag	NCOA2 inhibitor	C8 TRAIL sens	TROY NFkB inh	NOD2-RIPK2 inh
CCCCNC(=O)c1nc(C2CCN(S(=O)(=O)c3ccccc3C(F)(F)F)CC2)oc1-c1ccccc1	-14	2	.	.	13	-8	-15	11	-25	15	0
Cc1ccc(CN(C)C(=O)c2ccc(S(=O)(=O)N(C)c3ccccc3)cc2)o1	-12	-8	-7	-3	7	10	-5	8	-12	3	1
COC(=O)C(CSCc1ccccc1)NC(=O)CSc1nc(N)cc(=O)[nH]1 (configuration not stated)	-1	1	-3	-3	8	-5	-4	-5	-9	3	2
Cc1nnc(SCCN2C(=O)c3ccccc3C2=O)nc1C	11	5	-7	1	-7	-16	-2	-13	-28	11	1
Cc1ccc(NC(=O)CSc2ccc(-c3cccnc3)nn2)c(C)c1	10	-7	1	2	11	-5	22	-6	-8	-18	-9
Cc1nn(C)c(C)c1CN(C)C(=O)c1cc2nc(-c3ccco3)cc(C(F)(F)F)n2n1	3	-10	9	3	-9	6	-9	10	1	9	5
CN(C)c1nc(NCc2ccccc2)nc(SCC(=O)Nc2ccc(Cl)c(Cl)c2)n1	-4	32	10	0	4	-5	12	7	1	21	7
COc1ccc(CNCC(O)COc2ccc(C)cc2[N+](=O)[O-])cc1 (configuration not stated)	-24	-1	-3	-10	14	-32	-4	-6	-36	44	-10
Cc1ccc(S(=O)(=O)N2C[C@H]3[C@H]4C(=O)N(c5ccccc5)C(=O)[C@H]4C[C@H](OC(=O)Nc4c(C)noc4C)[C@@]3(O)C2)cc1	-13	2	-8	-3	8	12	9	-1	-2	-2	2
C[C@@H]1CCCCO[C@@H](CN(C)Cc2ccccc2)[C@@H](C)CN([C@H](C)CO)C(=O)c2cc(NC(=O)Nc3cccc4ccccc34)ccc2O1	-21	-4	-5	-12	-1	-11	-9	-14	-10	-8	6
COc1cc(/C=C/C(=O)OCC(=O)Nc2sc3c(c2C#N)CCC(C)C3)ccc1OCC#N (configuration not stated)	0	-2	-8	-8	4	20	17	2	1	3	1
CC(NC(=O)CSc1nc2ccccc2c(=O)n1CCCO)c1ccccc1 (configuration not stated)	-1	17	12	-1	3	-9	2	-4	-1	15	-5
O=[N+]([O-])c1ccc(NC(=S)N/C(=N/CS(=O)(=O)c2ccccc2)c2ccccc2)cc1	-17	-33	-20	-11	-11	-4	-17	-28	-2	1	-13
C[C@@]12C(=O)Nc3ccc(Cl)cc3C(=O)N1[C@H]1c3cc(Br)ccc3OC[C@@H]1[C@@H]2c1ccccc1	7	3	-4	-6	-3	9	2	-8	10	-4	-8
O=c1cc(-c2ccccc2)[nH]c2ccccc12	-5	-5	-5	-6	-43	-4	12	-15	8	10	2
CC1CCN(S(=O)(=O)c2ccc(C(=O)N3CCOCC3)cc2)CC1	-7	5	2	-11	22	-4	0	3	14	3	-3
CCN1C[C@@H]2[C@@H]3C(=O)N(Cc4ccccc4)C(=O)[C@@H]3[C@](C)(C1=O)N2C(=O)c1ccc(Br)cc1	-2	-3	-1	1	-14	-2	12	-26	-11	7	-14
CCOc1cccc(/C=C(/C#N)c2nc3ccccc3[nH]2)c1OCC(=O)O	-37	61*	1	5	-4	-40	-63	-25	0	58*	-8
CCC1(CC)SC(N)=NC1=O	1	6	-1	10	-7	12	-13	11	3	-19	5
O=C(O)Cc1csc(-c2ccccc2)n1	-23	-45	-7	-10	-23	-24	-11	-22	-5	-32	5
Nc1cc(=O)[nH]c(SCC(=O)Nc2nnc(-c3ccccc3)s2)n1	-17	-2	0	4	17	-26	-5	-10	3	-35	4
CCOc1ccc2oc(=O)cc(CN3CCN(C(=O)c4ccco4)CC3)c2c1	-21	-1	2	0	-4	3	-1	-23	0	-21	7
CCN(CC)CCN(C(=O)/C=C/c1cccs1)c1nc2ccc(OC)cc2s1	-6	3	-5	1	-17	-9	20	-2	-9	9	-6
C=CS(=O)(=O)c1ccc(Oc2ccc(S(=O)(=O)C=C)cc2)cc1	-295	102*	?	15	75*	-135	9	70*	11	63*	36*
CSCCC(NC(=O)c1ccco1)C(=O)N1CC=C(c2ccccc2)CC1 (configuration not stated)	-29	1	-4	-24	7	-4	2	27	-3	-5	4
CCOC(=O)c1c(C)c(C(=O)NCc2cccnc2)c(C)n1CC	2	-1	6	-2	3	14	12	8	-2	14	-8
Cc1cccc(CCNC(=O)CCc2nnc(CCc3ccccc3)o2)n1	8	-19	-6	-1	-6	0	-1	5	8	-14	0
O=C1CC(c2cc3c(cc2Br)OCO3)C2=C(CCCC2=O)N1 (configuration not stated)	6	4	5	4	15	-14	4	2	-8	1	-5
COc1cccc2cc(C(C)N(CCCN3CCOCC3)C(=S)Nc3c(C)cccc3C)oc12 (configuration not stated)	-13	0	9	-1	15	3	6	-1	-16	-1	7
Cc1ccc(/C=C/C(=O)O)cc1S(=O)(=O)N(CCO)CCO	-8	6	2	3	2	7	2	19	3	13	2
CC(C)NC(=O)N(C)C[C@@H]1Oc2cc(C#Cc3ccccn3)ccc2S(=O)(=O)N([C@@H](C)CO)C[C@H]1C	-15	-4	1	-7	7	-7	-7	17	17	12	-7
O=C(N/N=C/c1ccc(O)c([N+](=O)[O-])c1)c1ccncc1	2	3	-5	4	25	1	-7	-2	-20	11	-10
O=C(NC(Cc1ccccc1)C(=O)O)/C(=C/c1ccc(Br)cc1)NC(=O)c1ccc(Br)o1 (configuration not stated)	-16	-1	-2	-20	-13	-25	15	5	1	-13	13
CC(C)Cn1c(N)c(C(=O)CSc2ncn[nH]2)c(=O)n(C)c1=O	6	-14	1	8	6	-15	7	-16	-6	7	-3
Cc1oc(-c2cccc(Cl)c2)nc1CS(=O)(=O)CC(=O)NCCN1CCOCC1	-6	5	6	7	9	-3	-8	6	4	-16	8
O=[N+]([O-])c1cccc(CN2CCCCCC2)c1	6	13	11	4	-21	2	7	-9	6	3	-4
O=[N+]([O-])c1nn(-c2ccc(Cl)cc2)n(O)c1=NCc1cccnc1	-28	-13	-22	-12	-5	2	-34	-44	0	-76	-10
COc1ccc(Cl)cc1NC(=O)COC(=O)CNC(=O)C1CCCCC1	-11	5	-20	-3	-10	-22	-20	10	0	3	-1
O=C(Nc1ccncc1)C1CC1c1ccccc1 (configuration not stated)	1	0	18	-6	8	20	5	4	13	11	8
CCOC(=O)c1cc([N+](=O)[O-])c([N+](=O)[O-])cc1NC(C)=O	-19	49	22	20	-3	5	11	-6	49	6	13
COc1ccc(N2C(=O)CC(c3cc(OC)c(OC)c(OC)c3)CC2=O)cc1	6	11	-4	-4	15	15	-9	12	9	-7	4
O=C(NCc1ccccc1CN1CCCC1)c1ccc(OCc2cscn2)cc1	-5	11	-4	2	-3	8	3	-22	8	-9	-2
Cc1ccc(/C(=N/Nc2nc3ccccc3s2)C2=C(O)c3ccccc3C2=O)cc1	1	6	-5	7	9	1	18	15	-3	50	1
O=C(Nc1cccc(F)c1)C1CCN(C(=O)c2ccccc2Cl)CC1	-5	-5	2	-4	-1	7	11	-37	2	-14	-2
C=C1N(c2cccc(Cl)c2)C(=O)OC1(C)C	-3	9	-3	3	5	11	4	-12	0	3	-4
CCCCNC(=O)CCc1c(C)nc2nc(-c3cc(OC)cc(OC)c3)nn2c1C	-27	-24	5	3	0	11	-13	-36	6	23	0
CCOC(=O)CNC(=O)CCNS(=O)(=O)c1ccc2c(c1)c(=O)n(C)c(=O)n2C	-9	-16	-6	2	-11	13	-1	-26	-12	-43	2
C=CCN(CC=C)C(=O)Nc1cc(OC)ccc1OC	-5	9	0	1	-6	3	-1	14	-19	-6	-10
COc1ccc(NC(=O)C2=C(C)NC(=O)NC2c2cccc(OC)c2OC)c(OC)c1 (configuration not stated)	-2	-13	0	4	13	10	6	6	5	7	5
O=C(N/N=C/c1c[nH]c2ccccc12)c1cccc([N+](=O)[O-])c1	-24	-11	5	-16	0	-7	15	-21	-1	-37	2
COc1cc(/C=N/NC(=O)CCN2CCN(C(c3ccccc3)c3ccccc3)CC2)ccc1O	17	-2	-5	3	-30	-2	16	-12	-1	17	-9
CC(C)(C)NC(=O)NC(=O)CN1c2cccc3cccc(c23)S1(=O)=O	0	-16	1	-2	-7	10	1	-14	-6	7	-4
COc1ccc([C@H]2C[C@H](n3cc(C4CC4)nn3)[C@@H](O)CN2CC2CCCCC2)cc1	1	-5	0	-5	3	-4	3	-13	12	-14	6
CCOC(=O)/C(C)=N/NC(=O)c1ccc([N+](=O)[O-])cc1	-2	-5	9	-5	11	6	8	-23	-3	-2	-10
COc1ccc(C)cc1S(=O)(=O)N1c2ccc(C)cc2C2CN(C)CCC21 (configuration not stated)	0	-9	3	6	12	20	-23	-1	-2	0	-7
O=C(NC1CCCCC1)C(c1ccccn1)N(C(=O)Cc1cccs1)c1ccc(Cl)cc1 (configuration not stated)	1	23	-5	-9	9	11	14	-10	-3	-39	-2
CCOC(=O)[C@H]1[C@H]2COc3cc(OC)ccc3[C@@H]2N2C(=O)CN(Cc3ccco3)C(=O)[C@@]12C	-7	14	2	6	10	5	9	-17	-21	-2	-4
COC(=O)c1ccc(Cn2nc(C)c([N+](=O)[O-])c2C)o1	-12	-1	5	0	-30	-7	5	-7	-2	-10	-3
COc1cccc(NC(=O)CSc2nc3ccccc3n2C)c1	12	-3	-1	8	5	18	-1	-17	3	37	-2
COc1ccc(/C=C/C(=O)N2CC(C)OC(C)C2)cc1OC (configuration not stated)	-3	-8	-4	-3	-41	8	6	-37	6	10	-7

Next part; the last 4 above are carried over.
SMILES	SRC1 inh	TWEAK-Fn14 inh	LMP1 NFkB inh	TLR9-MyD88 inh	COUP-TFII inh	NCOA3 inh	NR5A2 inv ag	NCOA2 inhibitor	C8 TRAIL sens	TROY NFkB inh	NOD2-RIPK2 inh
CCOC(=O)[C@H]1[C@H]2COc3cc(OC)ccc3[C@@H]2N2C(=O)CN(Cc3ccco3)C(=O)[C@@]12C	-7	14	2	6	10	5	9	-17	-21	-2	-4
COC(=O)c1ccc(Cn2nc(C)c([N+](=O)[O-])c2C)o1	-12	-1	5	0	-30	-7	5	-7	-2	-10	-3
COc1cccc(NC(=O)CSc2nc3ccccc3n2C)c1	12	-3	-1	8	5	18	-1	-17	3	37	-2
COc1ccc(/C=C/C(=O)N2CC(C)OC(C)C2)cc1OC (configuration not stated)	-3	-8	-4	-3	-41	8	6	-37	6	10	-7
CC(C)(C)OC(=O)NCCCC[C@H](NC(=O)c1[nH]cnc1C(=O)Nc1ccccc1)C(=O)OC(C)(C)C	-9	17	-10	-2	11	-5	23	-10	59*	7	6
CC(c1ccco1)N(Cc1ccco1)C(=O)Nc1ccccc1 (configuration not stated)	-16	1	-6	-3	-7	-3	11	-12	-23	-12	-9
O=C(O)C1Cc2ccccc2CN1S(=O)(=O)c1ccccc1 (configuration not stated)	-40	19	-9	-4	0	0	-4	10	12	24	-4
Cc1ccc2c(c1)C1(C)C(C(C)(C)N2C=O)C1(Cl)Cl (configuration not stated)	8	23	3	2	9	0	0	2	20	26	-8
